Bioassay records deposited in PubChem BioAssay by The Scripps Research Institute Molecular Screening Center.
TbREL1 inh – TbREL1 RNA ligase inhibitors, primary screen, biochemical, FRET fluorescence | TbREL1 RNA ligation | AID 1117264, 2014 | inhibition, % at 9.66 µM | 0.49% of 89,000 active;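 active = inhibition above the mean inhibition across all screened compounds plus 3 SD, cut at about 11% in these data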;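 also: 0% = plate median of test wells and 100% = NSC42067 control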
Target sequence (P86926 whole entry, looked up): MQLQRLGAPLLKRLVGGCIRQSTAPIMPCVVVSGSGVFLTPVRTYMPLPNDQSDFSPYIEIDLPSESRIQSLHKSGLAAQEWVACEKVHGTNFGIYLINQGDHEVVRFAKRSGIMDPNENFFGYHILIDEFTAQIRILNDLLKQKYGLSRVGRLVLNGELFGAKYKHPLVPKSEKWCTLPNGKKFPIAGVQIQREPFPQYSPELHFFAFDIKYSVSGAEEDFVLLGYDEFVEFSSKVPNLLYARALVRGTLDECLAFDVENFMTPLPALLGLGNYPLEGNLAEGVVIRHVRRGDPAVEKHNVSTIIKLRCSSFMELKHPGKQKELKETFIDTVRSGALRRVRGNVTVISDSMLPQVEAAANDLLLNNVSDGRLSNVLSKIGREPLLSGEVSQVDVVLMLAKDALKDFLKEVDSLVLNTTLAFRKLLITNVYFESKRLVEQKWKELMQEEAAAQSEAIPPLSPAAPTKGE
An asterisk follows results filed as active.

Compound,TbREL1 inh
Cc1ccccc1OCC(=O)OCC(=O)NCc1ccccc1,3
CCC(=O)Nc1cc(C(F)(F)F)ccc1N1CCOCC1,0
CC(Nc1ccccc1)c1cc(Cl)ccc1O (stereo not given),0
CCOC(=O)N1CCN(CC(=O)Nc2cccc(Br)c2)CC1,-3
COc1ccc(CN2CCNC(=O)C2CC(=O)N(C)Cc2ccno2)c(F)c1 (stereo not given),2
Cc1ccc(OCCNC(=O)c2ccccc2SCC(=O)N2CCCC2)cc1,-2
COC(=O)C1=C(C)N(Cc2ccccc2)C(=NCCc2c[nH]c3ccccc23)N[C@H]1c1cccc(F)c1,4
O=C(/C=C/c1ccc(S(=O)(=O)NCc2ccco2)cc1)NCc1cccc(Cl)c1,4
CC(C)CC(c1nnnn1C(C)C)N1CCN(C(=O)c2ccco2)CC1 (stereo not given),4
C[C@H](NC(=O)c1nc[nH]c1C(=O)NCc1ccccc1)C(=O)OCc1ccccc1,6
O=Cc1nc(-c2ccc(Cl)cc2)n2ccccc12,8
CCN1CCN(Cc2ccc(NC(=O)c3ccc(C)c(NC(=O)C(=O)c4c[nH]c5ccccc45)c3)cc2C(F)(F)F)CC1,0
Clc1cccc(N2CCN(c3ncnc4nc[nH]c34)CC2)c1,-4
CC12CC(NC(=O)N1CCc1ccccc1)c1ccccc1O2 (stereo not given),1
COC(=O)Cn1c2c(c3cc(C)ccc31)CCCC2NC(C)c1ccccc1 (stereo not given),-5
O=C(Nc1ccc(Cl)cn1)c1cnn2cccnc12,-1
C=CCn1c(SCC(=O)c2c(N)n(C3CC3)c(=O)[nH]c2=O)nnc1-c1ccc(OC)cc1,5
COCCN(Cc1nc2ccccc2c(=O)[nH]1)C(=O)COc1ccccc1-c1ccccc1,-2
COc1cccc(-n2c(Cc3cc(=O)[nH]c(=O)[nH]3)nnc2SC(C)C)c1,3
COC(=O)c1sccc1NC(=O)Nc1ccc(OC)cc1OC,0
Cn1cccc1C(=O)NC(=O)COC(=O)CC12CC3CC(CC(Br)(C3)C1)C2,-2
COC(=O)c1cc(C(=O)OCC(=O)c2ccc[nH]2)cc([N+](=O)[O-])c1,-1
Cc1ccc(S(=O)(=O)N/N=C/c2cccn2-c2ccc(Cl)cc2)cc1,-5
COCCNC(=S)N1CCN(Cc2cccc(OC)c2)CC1,-2
O=C(O)CCC(=O)Nc1ccc(Br)cn1,5
CCOc1ncccc1C(=O)OCC(=O)Nc1cc(S(=O)(=O)N2CCOCC2)ccc1C,-4
O=C(CCNC(=O)c1ccc([N+](=O)[O-])cc1)Nc1cccc(S(=O)(=O)N2CCCCCC2)c1,0
COc1ccc(CCNC(=O)Nc2cccc([N+](=O)[O-])c2)cc1,1
O=C1/C(=C/c2ccccc2)N=C(N2CCOCC2)N1c1cccc(Cl)c1,6
CC(=O)Nc1ccc(NC(=O)C2CC(=O)Nc3ncnn32)cc1 (stereo not given),2
CN(C)Cc1c(C(=O)N/N=C/c2ccoc2)nnn1-c1nonc1N,4
COc1ccc(-n2nc(C(=O)N3CCN(c4ccc(F)cc4)CC3)c3ccccc3c2=O)c(OC)c1,-3
COC(=O)C1=CO[C@@H](O[C@@H]2O[C@H](CO)[C@@H](O)[C@H](O)[C@H]2O)C2C(CO)=CCC12 (stereo not given in full),1
CCOc1ccc(N(C(C)=O)c2nc(C)cc(C)c2C#N)cc1,-1
CN(CC(=O)Nc1cc([N+](=O)[O-])ccc1Cl)Cc1ccc(Br)cc1,6
Cc1ccc2c(CC(=O)OCc3nc(N)nc(Nc4ccccc4C)n3)coc2c1,0
COC(=O)C[C@@H]1CC[C@H]2[C@@H](COc3ccc(NC(=O)Nc4ccccc4Cl)cc3C(=O)N2C)O1,-2
O=C(CNC(=O)c1cccc(F)c1)OCC(=O)N1CCN(C(=O)c2ccco2)CC1,-1
CCOc1ccc(NC(=O)c2cc(S(=O)(=O)N3CCOCC3)cs2)cc1,2
COc1cccc(Cn2cc(COC(=O)NCC(C)C)nn2)c1,-2
Cc1ccc(-n2[nH]c(C)c(C=Nc3ccc(S(=O)(=O)Nc4nc(C)cc(C)n4)cc3)c2=O)c(C)c1,-2
CCCOc1ccc(C(=O)C(CN2CCCC2)c2ccccc2)cc1 (stereo not given),11
Cc1cnc(NS(=O)(=O)c2ccc(Cl)cc2)c(Br)c1,0
CN(c1ccccc1)S(=O)(=O)c1cccc(NC(=O)CN2C(=O)NC3(CCCCC3)C2=O)c1,4
CCN(C(=O)COC(=O)c1ccc(O)cc1O)c1c(N)n(Cc2ccccc2)c(=O)[nH]c1=O,1
CCCN(CCC)C(=O)CSc1ncccc1C(=O)O,0
CN(CC(=O)NC1CCCc2ccccc21)S(=O)(=O)c1ccc2c(c1)c(=O)n(C)c(=O)n2C (stereo not given),1
CCc1ccc(C(=O)NNc2cc(Cl)ccc2Cl)cc1,4

Four neighbouring records already listed, for reference:
Compound,TbREL1 inh
Cc1ccc(-n2[nH]c(C)c(C=Nc3ccc(S(=O)(=O)Nc4nc(C)cc(C)n4)cc3)c2=O)c(C)c1,-2
CCCOc1ccc(C(=O)C(CN2CCCC2)c2ccccc2)cc1 (stereo not given),11
Cc1cnc(NS(=O)(=O)c2ccc(Cl)cc2)c(Br)c1,0
CN(c1ccccc1)S(=O)(=O)c1cccc(NC(=O)CN2C(=O)NC3(CCCCC3)C2=O)c1,4

More structures follow:
Compound,TbREL1 inh
Cn1c(CO)cnc1SCC(=O)c1ccc(Cl)cc1,5
CC(C)NC(=O)CCn1nc(-c2ccc(Cl)cc2)c2ccccc2c1=O,-2
Cc1ccccc1OCCC(=O)OCC(=O)N1c2ccccc2NC(=O)C1(C)C,-3
CCN(CC)c1nc(NNC(=O)c2ccccc2)nc(N(CC)CC)n1,-1
O=c1c2c(nc3cc(-c4ccc(F)cc4)[nH]n13)CCC2,-1
CCCNC(=O)COc1ncnc2sc(C)c(C)c12,4
CCOc1ccc(S(=O)(=O)NCCC(=O)NC2=NCCS2)cc1,-1
COC(=O)CCCC(=O)Nc1c(F)c(F)c(F)c(F)c1F,1
CC(C)C(=O)Nc1ccc(NC(=O)c2ccccc2Cl)nc1,-3
O=C1C2CC=CCC2C(=O)N1CC(=O)N(Cc1ccccc1)C1CCS(=O)(=O)C1 (stereo not given),-1
CCOC(=O)Cc1nnc(NC(=O)C(CC)Sc2nnc3c4ccccc4n(C)c3n2)s1 (stereo not given),-1
NCCCCCc1cn(CC(=O)NCCCCCCCCCCC(=O)N2CCNCC2)nn1,8
O=C(NCC1CCCO1)c1ccc(NC(=O)C2C3C=CC(C3)C2C(=O)O)cc1 (stereo not given),1
CCCOc1ccc(C(=O)O)cc1,2
O=C(Cn1cnc2c(cnn2-c2ccccc2)c1=O)N1CCCc2ccccc21,8
CN(CC(=O)Nc1ccc(Cl)cc1)C(=O)CN1C(=O)C2CCCCC2C1=O (stereo not given),1

6 compounds picked at random from the list so far:
Compound,TbREL1 inh
O=C1C2CC=CCC2C(=O)N1CC(=O)N(Cc1ccccc1)C1CCS(=O)(=O)C1 (stereo not given),-1
O=C(NCC1CCCO1)c1ccc(NC(=O)C2C3C=CC(C3)C2C(=O)O)cc1 (stereo not given),1
CCOC(=O)Cc1nnc(NC(=O)C(CC)Sc2nnc3c4ccccc4n(C)c3n2)s1 (stereo not given),-1
NCCCCCc1cn(CC(=O)NCCCCCCCCCCC(=O)N2CCNCC2)nn1,8
O=C(Cn1cnc2c(cnn2-c2ccccc2)c1=O)N1CCCc2ccccc21,8
CCCOc1ccc(C(=O)O)cc1,2

Carrying on.
Compound,TbREL1 inh
O=C(N/N=C\c1ccc(OCC(=O)N2CCCC2)cc1)C(=O)Nc1ccccc1F,-5
O=C(NC1CCCCCC1)c1ccc(-n2cnnc2)cc1,3
Cc1cccc(CSC(Nc2ccc(F)cc2)=C(C#N)C#N)c1,-3
Cc1ccc(NC(=O)N2CCCC2C(=O)NCc2ccc3c(c2)OCO3)cc1 (stereo not given),3
COC(=O)CSc1nc2sccc2c(=O)n1-c1ccccc1,1
COc1ccc(NCc2n[nH]nc2-c2ccccc2)cc1Cl,-4
CCCN(CCC)CCCNC(=S)Nc1ccc2nc3n(c(=O)c2c1)CCCCC3,-2
CCC[C@H]1[C@@H](OC(=O)NCc2ccc(C)cc2)CC[C@@]23CCCN2C(=O)CCC[C@@H]13,-3
CC12CC3CC(C)(C1)CC(CN1CCOCC1)(C3)C2,5
Cc1cc(C(=O)COc2cccc(-n3cnnn3)c2)c(C)n1-c1ccccc1,4
Cc1cccc(NC(=O)C2CCCN(S(=O)(=O)c3c(C)nn(C)c3C)C2)c1 (stereo not given),0
CCN(CC)CCN(C(=O)c1ccc(Br)s1)c1nc2cc3c(cc2s1)OCCO3,2
CCCCNC(=O)C(=O)NC(C)CCc1ccccc1 (stereo not given),2
CCN(CC)S(=O)(=O)c1ccc(N/N=C(\C)c2ccncc2)nc1,0
CC1(c2cccc([N+](=O)[O-])c2)CC(C)(C)N(C(=O)c2ccccc2)c2ccccc21 (stereo not given),1
COc1ccc(-c2ccc(SCC(=O)N3CCOCC3)nn2)cc1OC,0
COc1ccc(/C=C/C(=O)c2ccc3c(c2)OCO3)cc1OC,3
COc1ccc(NC(=O)c2cc3c(C)nn(-c4ccccc4)c3s2)cc1,4
COc1ccc(NC(=O)C(CC(=O)O)C(C)c2ccccc2)cc1 (stereo not given),4
COCCN(C(=O)c1cc(CN2C(=O)c3ccccc3C2=O)ccc1OC)c1c(N)n(CC(C)C)c(=O)[nH]c1=O,2
CCCC[C@@H]1CNCCN1CCc1cccc(F)c1,4
Cc1ccccc1Nc1nc(-c2sc(NC(=O)c3ccco3)nc2C)cs1,3
O=C(COC(=O)CCCNC(=O)c1ccc(Cl)cc1)Nc1cc(Cl)ccc1Cl,-1
C/C=C(\C)C(=O)N1CC2(CC(c3cccc(NC(=O)COc4ccc(Cl)cc4)c3)=NO2)C[C@@H]1C(N)=O (stereo not given in full),3
CCC(C(=O)Nc1ccc(OC)c(Cl)c1)c1ccccc1 (stereo not given),-1
COc1ccc(C(O)P(=O)(OCCC(C)C)c2ccc(N(C)C)cc2)cc1 (stereo not given),-5
CC(C)CC(=O)Nc1nnc(S(=O)(=O)N2CCc3ccccc32)s1,-1
CCOC(=O)c1cnc(-n2nc(C)cc2C)nc1NC1CCCCC1,-1
O=C(CNc1cccc(S(=O)(=O)N2CCCCC2)c1)Nc1ccccc1F,1
Cc1ccc(Cc2ccc(C(=O)NNC(N)=S)o2)cc1,-3
CC(=O)c1ccc(NC(=O)CSc2nc(=O)n(CCN3CCOCC3)c3c2CCC3)cc1,-3
COc1ccc(C(=O)N/C(=C\c2cn(C)c3ccccc23)C(=O)NCCCn2ccnc2)cc1,-4
CN1C(=O)CC(N2CCN(c3ncccn3)CC2)C1=O (stereo not given),2
CCN(C(=O)COC(=O)/C=C/c1ccc(OC)c(OC)c1)c1c(N)n(Cc2ccccc2)c(=O)[nH]c1=O,-1
O=C(CC(c1ccccc1)c1cc(Cl)ccc1O)N1CCCC1 (stereo not given),-2
C=CCN1C(=O)CN=C1NCc1ccccc1,1
Cc1ccc(Nc2nc3ccccc3o2)cc1F,3
CCn1cc(C(=O)N2CCN(c3ccc(F)cc3)CC2)c(=O)c2ccc(C)nc21,0
Cc1ccc2[nH]cc(CCNC(=O)Nc3ccccc3)c2c1,-3
CC(C)C(NS(=O)(=O)c1cccc2nsnc12)C(=O)N1CCn2c1nc1ccccc12 (stereo not given),-1
Cc1ccc(NC(=O)N2CCC(c3nc4c(nnn4Cc4cccc(Cl)c4)c(=O)[nH]3)CC2)cc1,1
O=C(NNC(=O)c1ccccc1O)c1cc2ccccc2o1,-7
O=C(CC1Sc2ccccc2NC1=O)NNC(=O)Nc1ccc(Cl)cc1 (stereo not given),4
O=C(COC(=O)c1cccc(O)c1)c1ccccc1,0
CCN1C(=O)C(=O)N(CC(=O)N(C)CC(=O)Nc2ccccc2C(F)(F)F)C1=O,3
Cc1ccn(-c2n[nH]c(C)c2[N+](=O)[O-])n1,-1
COC(=O)c1cccc(NC(=O)c2ccc(S(=O)(=O)N3CCN(C)CC3)cc2)c1,-6
Cc1ccc2c(c1)C(=C(C#N)C#N)C(=O)N2CCN1CCOCC1,7
Cc1cccc(NC(=S)NNC(=O)c2ccccc2OC(F)F)c1,-5
O=C(CCN1c2ccccc2Sc2ccccc21)Nc1ccccc1,-2
CCN1CCN(c2nc3ccccc3nc2C(C#N)C(=O)OCc2ccccc2)CC1 (stereo not given),-1
Cc1nc2cc(F)ccc2n1C1CCN(C(=O)c2ccc(F)cc2F)CC1,-4
CC(=O)c1ccc(NC(=O)CSCCO)cc1,2
COc1ccc(OC)c(S(=O)(=O)N2CCC(C(=O)NCCC3=CCCCC3)CC2)c1,-2
CCCOc1cc(NCc2ccccc2)c2ncn(C(C)C)c2c1,-5
CCN(CC(=O)Nc1ccccc1C(F)(F)F)C(=O)CCS(=O)(=O)c1ccc(Cl)cc1,2

(listing goes on)
Compound,TbREL1 inh
COc1ccc(S(=O)(=O)N(CC(=O)NCC2CCCO2)c2ccc(F)cc2)cc1OC (stereo not given),5
C=CCN(C(=O)CCC(=O)Nc1cc(C)on1)C(C(=O)NC1CCCC1)c1cccnc1 (stereo not given),3
O=C(NCc1ccco1)c1cc2ccc(O)cc2oc1=O,5
O=C(NCC1CCCO1)c1nn2c(C(F)(F)F)cc(-c3cc(Br)cs3)nc2c1Br (stereo not given),4
C/C(=N\Nc1nccnc1Cl)c1ccc(F)cc1,-2

This is a subset; rates above refer to the full screens.
